DRD3 antagonist = qHTS of D3 Dopamine Receptor Antagonist: qHTS | D(3) dopamine receptor (Homo sapiens), P35462 | D3R cells, DiscoveRx beta-arrestin luminescence, antagonist mode; stronger effect = lower value | max response, negative = inhibition, % | hit rate 2.5% among 360,000; in the data active = max response below about -50%; inconclusive = no clear call, values can overlap the other calls; note: % is set by controls: 0 for no effect and ±100 for the full control effect; mostly tested at two doses, the higher about 12 µM
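Cells expressing the human receptor were seeded at 1500 cells/well, incubated overnight at 37 degrees C in 5% CO2, then exposed to library compounds with dopamine controls for 90 minutes at 37 degrees C before luminescent detection.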
Akt phos inh = HTS Assay for Inhibitors of Akt Phophorylation: Primary Screen. Neuro2A IGF-stimulated pAkt S473 HTRF, 20 min; stronger effect = lower value. activity change, % for hits at 50 µM. hit rate 0.32% among 360,000. AID 651550, 2012; in the data active = activity change below about -80%; inconclusive = mostly about -51% to -80%; note: % is set by controls: 0 for no effect and ±100 for the full control effect
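Single-point screen (50 µM final compound) in Neuro2A cells stimulated 20 min with 6 nM IGF at 37 deg C. After lysis, Ser473-phosphorylated Akt read by HTRF (ex 330 nm, em 615/665 nm) as the 665/615 ratio.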
PTHR1 agonist = qHTS for PTHR1 Agonists: Primary Screen. Parathyroid hormone/parathyroid hormone-related peptide receptor (Homo sapiens), Q03431. HEK293 GP2 PTHR1 cells, GloSensor cAMP luminescence, 1 h. Potency, µM (doses to about 115 µM), inactives show at the top dose activation, hits mostly activators. hit rate 0.075% among 410,000; note: potency is the fitted concentration of half-maximal effect; nearly all actives have a fitted effect of over 55% in size; some results filed as inactive show a strong effect at the top dose; inactives centre near -15; many of its hits are not listed in these tables
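HEK-293-derived GP2 cells expressing PTHR1 and a GloSensor cAMP reporter, 3,000/well, plated overnight, given luciferin plus IBMX (each 0.5 mM as added) for 1 h at 37 °C, then compound for 1 h at 37 °C. Luminescence was read after 15 min at room temperature.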
CCT chaperon mod = High-Throughput Screening for Modulators of Cytosolic Chaperonin Activity. purified chaperonin ATPase assay, HTRF ADP detection, 30 min. activity change, % (no concentration beside the values), hits read low. hit rate 0.3% among 360,000. AID 651819, 2012; in the data active = activity change below about -30%; note: % is set by controls: 0 for no effect and ±100 for the full control effect
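Nucleotide hydrolysis assay: TRiC at 20–40 nM final (set by batch activity) with 10 uM ATP, 30 min at 37 °C, in presence of 76 uM compound. Detection by competitive ADP HTRF, 30 min ambient.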
EPAC2 agonist = qHTS for Agonist of cAMP-regulated guanine nucleotide exchange factor 4 (EPAC2): primary screen. Rap guanine nucleotide exchange factor 4 (Homo sapiens), Q8WZA2. EPAC2 activation, biochemical qHTS; response scale: 100% = 6.5 mM cAMP response. Potency, µM (doses to about 154 µM), inactives show at the highest dose activation, most hits filed as activators. hit rate 0.079% among 360,000. AID 720711, 2013; note: potency is the fitted concentration of half-maximal effect; nearly all actives have a fitted effect of over 50% in size
Target sequence (Q8WZA2 whole entry, looked up): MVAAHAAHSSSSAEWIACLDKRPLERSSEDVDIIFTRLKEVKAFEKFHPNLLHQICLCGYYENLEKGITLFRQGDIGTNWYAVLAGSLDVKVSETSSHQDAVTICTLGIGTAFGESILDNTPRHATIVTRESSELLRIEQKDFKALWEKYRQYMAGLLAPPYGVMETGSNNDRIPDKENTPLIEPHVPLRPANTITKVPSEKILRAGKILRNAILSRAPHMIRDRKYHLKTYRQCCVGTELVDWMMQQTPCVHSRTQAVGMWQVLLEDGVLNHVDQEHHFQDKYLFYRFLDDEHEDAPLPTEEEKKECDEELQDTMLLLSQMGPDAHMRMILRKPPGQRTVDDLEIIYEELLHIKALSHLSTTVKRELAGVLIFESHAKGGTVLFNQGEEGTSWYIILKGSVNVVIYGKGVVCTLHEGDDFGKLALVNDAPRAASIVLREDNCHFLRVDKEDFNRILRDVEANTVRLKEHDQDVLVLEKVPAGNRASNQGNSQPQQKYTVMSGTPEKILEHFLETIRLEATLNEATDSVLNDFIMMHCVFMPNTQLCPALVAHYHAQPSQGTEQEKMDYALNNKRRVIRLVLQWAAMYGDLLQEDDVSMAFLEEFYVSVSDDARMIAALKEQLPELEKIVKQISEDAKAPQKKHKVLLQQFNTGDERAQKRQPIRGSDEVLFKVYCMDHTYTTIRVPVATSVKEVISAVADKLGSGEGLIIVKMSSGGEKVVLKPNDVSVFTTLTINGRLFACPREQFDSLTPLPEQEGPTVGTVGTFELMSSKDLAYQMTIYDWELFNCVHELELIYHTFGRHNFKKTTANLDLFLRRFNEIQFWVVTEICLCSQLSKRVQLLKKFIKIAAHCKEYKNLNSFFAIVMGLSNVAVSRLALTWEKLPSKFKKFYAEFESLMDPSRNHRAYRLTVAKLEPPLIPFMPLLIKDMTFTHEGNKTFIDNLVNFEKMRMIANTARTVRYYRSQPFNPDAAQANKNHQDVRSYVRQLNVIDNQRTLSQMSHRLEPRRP
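Fluorescence exchange assay: 100 nM EPAC2 with 250 nM RAP1B-BODIPY-GDP and 50 uM GDP; compounds tested as a concentration-titration series (qHTS). Loss of Rap1-bound BODIPY-GDP fluorescence read at 480/540 nm; data normalized to 6.5 mM cAMP.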
EPAC2 antagonist = qHTS for Antagonist of cAMP-regulated guanine nucleotide exchange factor 2 (EPAC2): primary screen | Rap guanine nucleotide exchange factor 4 (Homo sapiens), Q8WZA2 | EPAC2 GEF exchange of Rap1B-BODIPY-GDP, fluorescence | Potency, µM (titrated, usually from 114 µM), inactives show at the top dose activity, negative = inhibition, hits mostly inhibitors | hit rate 0.18% among 360,000; note: potency is the fitted concentration of half-maximal effect; % is set by controls: 0 for no effect and ±100 for the full control effect; nearly all actives have a fitted effect of over 45% in size; many of its hits are not listed in these tables
DRD3 agonist = qHTS of D3 Dopamine Receptor Agonist: qHTS; D3R DiscoveRx beta-arrestin cells, luminescence, 90 min; D(3) dopamine receptor (Homo sapiens), P35462; max activation, %; hit rate 0.58% among 410,000; in the data active = max activation above about 30%; note: 0% is about no effect; mostly tested at two doses, the higher about 12 µM
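Agonist mode: compounds and dopamine controls were applied to plated cells for 90 min at 37 degrees C after an overnight attachment at 1500 cells/well. Luminescent read-out followed 30 - 60 minutes at room temperature with DiscoveRx detection reagent.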
MmCpn inh = Inhibitors of TCP-1 ring complex (TRiC) of Methanococcus maripaludis (MmCpn): qHTS; hit rate 0.031% among 330,000; Chaperonin Mm-Cpn (Methanococcus maripaludis); Potency, µM (highest dose often 76.9 µM), without a hit: at the top dose activity, negative = inhibition, usual class: inhibitors; AID 504842, 2011; purified Mm-Cpn ATPase, ADP Transcreener TR-FRET; note: potency is the fitted concentration of half-maximal effect; % is set by controls: 0 for no effect and ±100 for the full control effect; nearly all actives have a fitted effect of over 80% in size
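TR-FRET (320 nm excitation; 590 and 665 nm emission) reports ADP made from 10 uM ATP by 25 nM enzyme; compounds were preincubated 10 min, reaction run 30 min, both at 37°C.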
An asterisk follows results filed as active; i = inactive; ? = inconclusive; / = no result given; [ ] = another dose, or the depositor's remark. Unless noted, calls come from the whole dose curve; as a rule, active = well fitted curve in the direction sought with a large enough effect; inconclusive = small, poorly fitted or top-dose-only effect, or another doubt; inactive = no such curve, though single readings can be large; an effect the other way counts as inactive or inconclusive. A portion of the library (hit frequency here may not be typical).

Fields – CCT chaperon mod	DRD3 agonist	EPAC2 antagonist	MmCpn inh	EPAC2 agonist	PTHR1 agonist	DRD3 antagonist	Akt phos inh
O=C1c2ccccc2NC(c2ccc3c(c2)OCCO3)N1c1ccc2c(c1)OCCO2 (stereo not drawn)
→ -0.1	-7	-2%	0%	9%	-18%[57.5 µM]	0	i
Cc1cc(C(=O)COc2ccc3ccc(=O)oc3c2)c(C)n1C
→ -4.5	3	-13%	-5%	7%	-6%	-12	i
O=C1NC(c2ccncc2)Nc2sc3c(c21)CCCC3 (stereo not drawn)
→ -0.6	5	2%	?	-9%	-6%	-3	i
S=C(NCCCN1CCOCC1)Nc1ccc(Nc2ccccc2)cc1
→ -0.9	-11	5%	-7%	-6%	-5%	0	i
CCC(=O)NC(=S)Nc1cccc(NC(=O)c2ccccc2)c1
→ 0.9	-6	-9%	0%	6%	-3%	7	i
Cc1cc(C)c(C#N)c(N2CCN(CCOc3ccc(Cl)cc3)CC2)n1
→ 2.4	-24	1%	2%	20%	i	-78*	i
CNC(=S)N/N=C/c1cc(C)ccc1C
→ 3.4	0	-2%	0%	6%	i	-7	i
C[N+]1(CC(=O)OCCCC2CCCCC2)CCCC1
→ -11	3	7%	1%	14%	i	1	i
O=[N+]([O-])c1cccc(-c2ccc(/C=N/NC(=S)NCc3ccco3)o2)c1
→ 0.4	1	0%	-1%	14%	-19%	-4	i
CCOc1ccc(S(=O)(=O)N(C)c2ccc(OCC(=O)NCC3CCCCC3)cc2)cc1
→ -0.8	-11	-9%	-4%	7%	i	-79*	i
CCOC(=O)N1CCC(NC(=O)CS(=O)(=O)Cc2nc(-c3ccccc3Cl)oc2C)CC1
→ 1.5	5	-2%	-2%	4%	-2%	14	i
COC(=O)COc1ccc2cccc(-n3cnnn3)c2c1
→ -0.5	-5	-2%	0%	6%	i	0	i
O=C(NCCc1ccccn1)/C(=C/c1ccco1)NC(=O)c1ccccc1
→ -0.5	-1	-4%	0%	0%	i	2	i
COc1ccc(C/C(C)=N/NC(=O)C2COc3ccccc3O2)cc1 (stereo not drawn)
→ -0.3	7	-3%	0%	14%	?	-25	i
O=C(COC(=O)c1nn(CCO)c(=O)c2ccccc12)Nc1ccc(Cl)c(Cl)c1
→ -2.0	2	-6%	1%	16%	i	-11	i
CCOC(=O)Cc1ccc(NC(=O)c2cccc([N+](=O)[O-])c2)cc1
→ -5.3	-1	8%	-1%	-1%	-24%	-1	i
COc1ccc(C2(c3ccc(OC)cc3)NC(=O)N(CC(=O)Nc3ccccc3C(F)(F)F)C2=O)cc1
→ 1.6	10	-5%	-3%	-4%	-6%	-6	i
COC(=O)[C@H](Cc1ccccc1)NC(=O)N1CC(C)OC(C)C1 (stereo partly drawn)
→ 0.3	3	9%	1%	-12%	i	10	i
O=C(Nc1ccccc1F)c1ccc2nc(N3C(=O)CCC3=O)sc2c1
→ 0.8	-3	-3%[57.1 µM]	0%	8%	-1%[57.5 µM]	-8	-120%*
CS(=O)(=O)N(CC(=O)NCc1ccccc1)c1ccc(Cl)cc1
→ 0.3	-4	11%	2%	9%	-21%	-9	i
COC(=O)c1cc(S(=O)(=O)N2CCN(c3ccccc3F)CC2)c[nH]1
→ 1.6	-2	-8%	0%	1%	-11%	9	i
Cc1cc(C)n2nc(SCc3ccc(F)cc3Cl)nc2n1
→ -1.3	1	-5%	0%	9%	i	-15	i
CCOC(=O)N1CCN(C(=O)CSc2nnc(CNC(=O)c3ccccc3F)o2)CC1
→ -0.7	0	-5%	-2%	-3%	-8%[57.5 µM]	-11	i
Cc1cc(C)cc(N(C(=O)c2csnn2)C(C(=O)NC(C)(C)C)c2ccncc2)c1 (stereo not drawn)
→ 1.5	-1	6%	-1%	1%	-8%	11	i
COc1ccc(C(=O)N2CCCCC2c2cc(C(=O)NCc3cccnc3)no2)cc1 (stereo not drawn)
→ 2.5	6	11%	/	-10%	i	-14	i
NS(=O)(=O)c1ccc(N=Nc2c(-c3ccccc3)[nH]n(-c3nc(-c4ccccc4)cs3)c2=O)cc1
→ 0.7	-32	-21%	-1%	15%	i	-66*	i
Cc1ccc(NC(=O)c2ccc(OCc3c(C)noc3C)cc2)cc1C
→ 1.8	1	-9%	-1%	15%	-36%[inhibitor]	10	i
O=C(COC(=O)c1ccc(O)cc1)NC(=O)NCc1ccccc1
→ -0.5	-1	-6%	0%	12%	27%	-3	i
COc1ccc(N2CCN(C(=O)C(CCSC)N=C3NS(=O)(=O)c4ccccc43)CC2)cc1 (stereo not drawn)
→ 0.9	1	-1%	1%	0%	i	8	i
O=c1c2ccccc2oc2cc(-c3ccc4[nH]ccc4c3)ccc12
→ -0.6	2	1%	/	3%	-91%[inhibitor]	7	i

Structures from the list above with an NH in an aromatic ring (three):
Fields – CCT chaperon mod	DRD3 agonist	EPAC2 antagonist	MmCpn inh	EPAC2 agonist	PTHR1 agonist	DRD3 antagonist	Akt phos inh
COC(=O)c1cc(S(=O)(=O)N2CCN(c3ccccc3F)CC2)c[nH]1
→ 1.6	-2	-8%	0%	1%	-11%	9	i
NS(=O)(=O)c1ccc(N=Nc2c(-c3ccccc3)[nH]n(-c3nc(-c4ccccc4)cs3)c2=O)cc1
→ 0.7	-32	-21%	-1%	15%	i	-66*	i
O=c1c2ccccc2oc2cc(-c3ccc4[nH]ccc4c3)ccc12
→ -0.6	2	1%	/	3%	-91%[inhibitor]	7	i

Next section.
Fields – CCT chaperon mod	DRD3 agonist	EPAC2 antagonist	MmCpn inh	EPAC2 agonist	PTHR1 agonist	DRD3 antagonist	Akt phos inh
COCCN(C(=O)COC(=O)c1cc2c(s1)CCC2)c1c(N)n(Cc2ccccc2)c(=O)[nH]c1=O
→ 0.3	5	-9%	-18%	6%	i	17	i
CCc1cc2cc(C)ccc2nc1SCC(=O)N1CC(=O)Nc2ccccc21
→ 1.5	3	-13%	-4%	0%	-80%[inhibitor]	14	i
O=C(Cn1cnc2c(NCc3ccccc3)ncnc21)NCC1CCCO1 (stereo not drawn)
→ -0.4	12	8%	0%	12%	i	9	i
O=C1CNC(=O)/C1=C\c1ccc(O)cc1
→ -0.8	2	5%	0%	-3%	i	5	i
NC(CSC12CC3CC(CC(C3)C1)C2)C(=O)O (stereo not drawn)
→ -1.2	1	7%	-1%	8%	-18%[57.5 µM]	11	i
O=c1[nH]c(SCc2ccc(Cl)cc2)nc2ccccc12
→ 0.9	0	0%	-5%	10%	-27%	0	i
COCCCNC(=O)CNC(=O)c1nn(-c2ccc(OC)cc2OC)c(=O)c2ccccc12
→ -0.9	6	0%	-2%	8%	i	12	i
O=C(Nc1ccnn1C1CCN(Cc2ccccc2)CC1)C1CCCC1
→ 3.1	-10	1%	0%	-3%	-26%	-13	i
CNC(=O)C[C@@H]1C(=O)N(Cc2ccccc2)CC1(C)C
→ -1.3	4	6%	/	12%	-18%	-5	i
COc1ccccc1NC(=O)c1ccc(Br)o1
→ -0.3	1	30%	-2%	2%	23%[57.5 µM]	0	i
COc1ccc(CCNC(=O)COc2ccc([N+](=O)[O-])cc2)cc1
→ -3.5	-5	1%	0%	4%	-9%	-3	i
Cc1cccc(N2CCN(C(C(=O)NCc3ccccc3)c3ccco3)CC2)c1C (stereo not drawn)
→ /	14	-9%	/	7%	-21%	3	i
Cc1ccccc1NC(=S)NC(C)C(c1ccccc1)N1CCN(C)CC1 (stereo not drawn)
→ 0.4	-11	8%	1%	0%	-14%	-6	i
CCc1cc(C(=O)NCC(C)(C)N2CCOCC2)sc1C
→ 1.1	1	6%	0%	6%	i	1	i
CC(=O)Nc1ccc(-c2ccnc3c2CC(C(=O)NCc2ccccc2)O3)cc1 (stereo not drawn)
→ 0.5	-4	3%	/	0%	-56%[inhibitor]	-13	i
O=C(CCn1c(=O)oc2ccccc21)N1CCCCCC1
→ -0.4	1	-2%	2%	6%	i	10	i
CC1CC(C)CN(CCCCOc2ccc([N+](=O)[O-])cc2)C1 (stereo not drawn)
→ -0.2	-12	3%	0%	-7%	i	-82*	i
CC(C)N(C(=O)[C@H]1CC(CC(=O)NCCCn2ccnc2)C(=O)N2CCc3c([nH]c4ccccc34)[C@]12C)C(C)C (stereo partly drawn)
→ -2.9	-7	4%	2%	-1%	i	6	i
Cc1ccc(C)c(-n2nnnc2SCC(=O)NCC2CCCO2)c1 (stereo not drawn)
→ 2.5	-9	-2%	-5%	-9%	i	13	i
COc1cccc2c(Cl)c(CC=C(Cl)Cl)c(C)nc12
→ -0.2	4	-7%	-1%	6%	-10%	-17	i
Cc1c(Cl)cccc1NS(=O)(=O)c1ccc2c(c1)C1C=CCC1C(c1ccc(C(=O)O)cc1)N2 (stereo not drawn)
→ -0.9	4	-17%	-3%	-4%	i	0	i
Cc1ccc(NC(=O)N2CCC(NC(=O)c3cccc(F)c3)CC2)cc1
→ 1.6	-26	27%	2%	13%	-11%	-12	i
Cc1cc(NC(=O)COC(=O)c2nccnc2N)n(-c2ccccc2)n1
→ -9.8	-6	7%	1%	7%	19%	-13	i
O=C(Nc1ccc2c(c1)CCC2)c1cccc(S(=O)(=O)Nc2ccccc2Cl)c1
→ -0.4	-2	-2%	?	19%	-38%[inhibitor]	-26	i
Cc1oc2c(c1C(=O)Nc1cccc(C(=O)O)c1)CCCC2
→ -2.9	-8	-5%	0%	14%	i	-11	i
Cc1ccc(/C=N/NC(=O)CN2C(=O)CSc3ccccc32)o1
→ -1.4	1	-15%	1%	6%	i	14	i
COc1cccc(NC(=O)CN(C)S(=O)(=O)c2ccc(C)cc2)c1
→ -2.9	-4	-1%	-24%	-8%	-18%	9	i
COc1ccc(OC)c(S(=O)(=O)N2C(C)CCCC2C)c1 (stereo not drawn)
→ -2.0	2	-2%	-2%	1%	i	14	i

Bioassay records deposited in PubChem by National Center for Advancing Translational Sciences (NCATS).
